Bioassay records (PubChem)
Wnt bcat act – Wnt/beta-catenin pathway activators, primary screen, cell-based, plate reader, single point | Wnt/beta-catenin reporter cell assay, activator | activation, % at 9.35 µM | 300,000 tested, 1.2% active; in the data active = activation above about 30%, passing the limit was not always enough; inconclusive = no clear call, values can overlap the other calls;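 also: 0% = neutral control wells and 100% = positive control wells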
PvdQ acylase – P. aeruginosa PvdQ acylase inhibitors, primary screen, biochemical, fluorescence, plate reader and imaging, single point | 340,000 tested, 0.063% active | AID 488965, 2010 | inhibition, % at 10 µM | purified PvdQ acylase; in the data active = inhibition above about 30%, passing the limit was not always enough; inconclusive = no clear call, values can overlap the other calls;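 also: 0% = vehicle neutral wells and 100% = reference inhibitor wells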
V-ATPase pH – regulators of yeast V-ATPase proton pumping, primary screen, pHLuorin cytosolic pH fluorescence | AID 504577, 2011 | 350,000 tested, 0.37% active | S. cerevisiae | response, % at 10 µM; in the data active = response mostly above about 7.3%, no sharp cut-off; inactive = mostly below about 5.4%; also: actives read high; inactives centre near 0; some compounds called inactive have numbers as strong as hits; reference of the scale not given here
SR-BI DiI inh – inhibitors of SR-BI mediated HDL lipid uptake, primary screen, ldlA[mSR-BI] cells, fluorescence, single point. Scavenger receptor class B member 1 (Mus musculus), Q61009. inhibition, % at 12.5 µM. 320,000 tested, 0.96% active. ldlA[mSR-BI] CHO cells, DiI-HDL uptake fluorescence, 3 h;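 active = mean replicate inhibition of at least 70% and a set share of replicates each scoring 70 or more; inconclusive = meets just one of the two criteria; inactive = fails both criteria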;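 also: 0% = median of neutral control wells and 100% = median of positive control wells; values of inactives mirror those of a sister screen read the other way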
MITF TRPM1 HTS – activators of MITF-driven TRPM1 promoter reporter, primary screen, cell-based, SK-MEL-5, luciferase, single point | AID 588334, 2011 | 300,000 tested, 0.75% active | activation, % at 12.5 µM | SK-MEL-5 TRPM1-promoter luciferase, 24 h; % of positive control, neutral wells = 0;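 active = mean activation of at least 80% with every replicate also reaching 80%; inconclusive = mean reaches 80% but some replicate falls short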;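 also: 0% = neutral control wells and 100% = parthenolide positive control wells; values of inactives mirror those of a sister screen read the other way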
CDK5 p35 inh – inhibitors of human CDK5/p35 kinase, primary screen, biochemical, single concentration. 330,000 tested, 0.01% active. Recombinant CDK5/p35, ADP-Glo luminescence, 60 min. Cyclin-dependent kinase 5 (Homo sapiens) + Cyclin-dependent kinase 5 activator 1 (Homo …. AID 488839, 2010. inhibition, % at 10 µM;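 active = highest replicate inhibition of at least 50% and at least 75% of replicates reaching 50%; inconclusive = only one of the two criteria met; inactive = both criteria failed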;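 also: plate controls were DMSO neutral control for no effect and GW8510 at 10 µM for full effect; many of its hits are not listed in these tables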
Target sequence (Q00535 whole entry, looked up): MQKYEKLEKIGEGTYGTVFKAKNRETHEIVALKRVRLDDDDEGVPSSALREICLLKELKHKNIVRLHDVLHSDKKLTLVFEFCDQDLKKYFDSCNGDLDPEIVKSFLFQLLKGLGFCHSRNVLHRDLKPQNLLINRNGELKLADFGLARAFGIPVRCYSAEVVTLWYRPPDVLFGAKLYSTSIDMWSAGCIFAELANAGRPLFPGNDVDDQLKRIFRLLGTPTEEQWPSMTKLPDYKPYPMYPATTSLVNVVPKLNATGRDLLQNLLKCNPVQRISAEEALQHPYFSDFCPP
Target sequence (Q15078 whole entry, looked up): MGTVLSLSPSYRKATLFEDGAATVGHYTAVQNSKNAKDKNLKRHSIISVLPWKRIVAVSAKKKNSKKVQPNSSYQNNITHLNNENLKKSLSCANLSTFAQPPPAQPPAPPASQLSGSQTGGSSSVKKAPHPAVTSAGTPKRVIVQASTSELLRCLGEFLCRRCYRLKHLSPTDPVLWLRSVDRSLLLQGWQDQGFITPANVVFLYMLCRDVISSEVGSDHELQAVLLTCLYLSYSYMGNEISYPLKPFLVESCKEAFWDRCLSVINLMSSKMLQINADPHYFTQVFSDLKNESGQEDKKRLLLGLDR
NSD2 HMT inh – NSD2 histone methyltransferase inhibitors, primary screen, biochemical, AlphaScreen, single concentration, set 2 | Histone-lysine N-methyltransferase NSD2 (Homo sapiens), O96028 | NSD2 peptide methylation, 120 min | inhibition, % at 12.5 µM | 310,000 tested, 0.54% active | AID 743445, 2014; in the data active = inhibition above about 50%
HTR5A ag – HTR5A agonists in luminescence cell assay, primary screen, counter-screen for OPRM1-OPRD1 heterodimer agonist project, full-deck HTS. activation, % at 9.3 µM. AID 504692, 2011. cell-based. 5-hydroxytryptamine receptor 5A (Homo sapiens), P47898. 340,000 tested, 0.61% active; in the data active = activation mostly above about 9.5%, no sharp cut-off; inactive = mostly below about 7.6%;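 also: 0% = cells with vehicle only and 100% = reference agonist; strong numbers were not always called active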
dFosB activator – activators of delta FosB homodimer, primary screen, biochemical, fluorescence polarization, TAMRA-CDK5 oligo, single point. Protein FosB (Mus musculus), P13346. purified delta FosB; percent of positive-control signal above neutral wells. activation, % at 25 µM. 340,000 tested, 0.99% active. AID 493131, 2011;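 active = mean activation above about 17%, with every replicate also reaching it, limit read from the data, passing the limit was not always enough; inconclusive = only one of the two conditions met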;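 also: fluorescence polarization rise as delta FosB binds a TAMRA Cdk5 AP-1 oligo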
Target sequence (P13346 whole entry, looked up): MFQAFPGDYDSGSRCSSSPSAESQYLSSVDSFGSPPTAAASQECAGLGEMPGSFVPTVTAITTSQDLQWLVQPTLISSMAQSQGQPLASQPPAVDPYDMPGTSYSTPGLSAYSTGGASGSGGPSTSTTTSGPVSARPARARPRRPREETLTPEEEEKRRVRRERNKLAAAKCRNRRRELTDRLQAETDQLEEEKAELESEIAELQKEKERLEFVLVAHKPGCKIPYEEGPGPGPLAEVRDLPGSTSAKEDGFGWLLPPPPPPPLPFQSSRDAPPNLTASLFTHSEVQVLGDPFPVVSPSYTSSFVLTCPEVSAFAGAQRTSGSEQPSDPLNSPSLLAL
HTR5A inv ctr – HTR5A inverse agonists in luminescence cell assay, primary screen, counter-screen for OPRM1-OPRD1 heterodimer inverse agonist project, full-deck HTS. 5-hydroxytryptamine receptor 5A (Homo sapiens), P47898. HTR5A cell line, inverse agonism. inhibition, % at 9.3 µM. 340,000 tested, 0.083% active; in the data active = inhibition mostly above about 23%, no sharp cut-off; inactive = mostly below about 18%;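 also: 0% = cells with DMSO and 100% = no-cell wells with DMSO; some compounds called inactive have numbers as strong as hits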
* hit, by the source's call; u = inconclusive; x = not tested or not shown; & = joins results of further samples.

Results follow in this order: MITF TRPM1 HTS	HTR5A inv ctr	PvdQ acylase	V-ATPase pH	CDK5 p35 inh	SR-BI DiI inh	dFosB activator	Wnt bcat act	HTR5A ag	NSD2 HMT inh
O=c1c2ccccc2nc(SCc2ccc([N+](=O)[O-])cc2)n1-c1ccccc1
  -2	-21	8	6	-1.0	39	1	x	-2	0
Cc1nn(C)cc1CNC(=O)c1ccc(F)cc1
  -3	3	-6	5	-5.1	-12	-1	-2	-1	0
O=C(Nc1ccncc1)c1ccc(Cl)c(S(=O)(=O)N2CCCCC2)c1
  -16	-15	-5	0	-0.7	-1	-18	-4	6	3
O=C(Nc1cccc(-c2cscn2)c1)C1CCN(Cc2ccccn2)CC1
  -14	2	-13	3	-1.4	-10	-10	-1	4	8
CCN(CC)S(=O)(=O)c1cccc(-c2nc3n(n2)Cc2ccccc2-3)c1
  -16	-15	2	0	-0.1	1	-21	-2	15	-1
COc1ccc(N2CCN(c3nc4c(c(=O)n(C)c(=O)n4C)n3CCCc3ccccc3)CC2)cc1
  5	-16	-11	-1	1.0	-373	-4	x	-6	x
CCOC(=O)CCNCc1ccc(OC)c(OC)c1
  -9	-2	7	0	-2.9	-24	-2	2	1	-1
Cc1ccc(C(=O)c2nc3c(n2O)CCCC3)cc1
  19	20	-17	3	-2.7	-31	-7	x	0	0
O=C1CC(N2CCN(c3ccc(O)cc3)CC2)C(=O)N1Cc1cccs1 (centres undefined)
  -1	-17	-7	-2	-0.1	-15	7	x	-3	8
CC1CCN(S(=O)(=O)c2ccc(NC(=O)Cn3nnc(-c4ccccc4)n3)cc2)CC1
  -8	-42	-6	-1	-0.3	-7	u	-15	16*	x
CCc1ccc(N(CC(=O)NCc2ccco2)C(=O)CCC(=O)Nc2ccccn2)cc1
  -5	-5	-1	0	0.9	x	-5	-2	2	-1
NS(=O)(=O)c1cccc(NC(=O)CCSc2ccccc2Cl)c1
  73	-6	-8	5	2.1	-5	-3	11	4	3
O=C1C=C(NCCN2CCOCC2)CC(c2ccccc2)C1 (centres undefined)
  -5	6	-11	3	-1.3	-13	-5	0	4	11
O=C(c1ccc2c(c1)OCO2)N1CCCC(c2ccccc2)C1 (centres undefined)
  13	22	-19	-2	-0.2	-36	-6	2	4	2
COc1cc2c(c(OC)c1OC)-c1ccc(OC)c(=O)cc1[C@@H](N(C)CC#CCO)CC2
  -43	14	-5	2	-0.7	4	-5	-19	-4	-2
CC(C(=O)NCc1ccco1)n1ccc2cc(S(=O)(=O)N3CCCC3)ccc21 (centres undefined)
  2	17	-2	4	x	1	-2	2	2	2
COc1ccc(CC(=O)Oc2ccc(C)cc2Br)cc1OC
  5	-14	-1	5	-1.8	-19	-4	-5	5	11
CCC(=O)N1c2ccc(C)cc2C2=NNC(=S)NC21O (centres undefined)
  11	-7	0	-5	0.1	-1	-5	x	1	-1
CCc1nnc(NS(=O)(=O)c2ccc(NC(=O)/C=C/C(=O)O)cc2)s1
  x	0	-10	1	-0.2	-4	-1	1	0	1
O=C(CCCOc1ccccc1)Nc1nnc(C2CCCO2)s1 (centres undefined)
  x	-6	-6	2	0.0	-29	-4	1	0	-1
O=C(COC(=O)c1ccc2ncsc2c1)NCc1ccc(F)cc1
  4	-15	8	2	1.7	5	3	1	6	6
COc1ccc(C2Nc3ccccc3C(=O)N2NS(=O)(=O)c2ccc(C)cc2)c(OC)c1 (centres undefined)
  21	5	-4	1	0.4	57	-4	3	5	-9
CC(=O)NC(CCCN1C(=O)c2ccccc2C1=O)c1nnn(C)n1 (centres undefined)
  -7	3	2	-6	-0.7	-4	-5	0	0	-2
COc1cccc(-c2cc(C(=O)Nc3cccc(O)c3)no2)c1
  17	0	-8	2	-0.6	18	-5	x	4	-2
CCCC(C)c1nnc(NC(=O)C2CCCO2)s1 (centres undefined)
  16	11	-3	-1	-0.2	-29	-4	2	-5	-2
O=C(NCCc1ccccc1)C1CCN(S(=O)(=O)N2CCCCC2)CC1
  5	-6	-9	2	-0.8	16	1	-1	1	-4
COc1cc(C(=O)NC2CC3CCCC(C2)N3C2CC2)cc(OC)c1OC (centres undefined)
  x	-19	-7	-2	0.0	-21	-3	x	5	14
CCOC(=O)c1c(C)[nH]c(C(=O)COC(=O)CCC2CCCC2)c1C
  -11	-20	5	-3	1.1	-21	-11	x	0	-1
Cc1ccc(CC(=O)N2CCN(c3ccc([N+](=O)[O-])cc3)CC2)cc1
  x	9	1	-3	-0.4	13	-4	-3	-2	-1
Cc1sc2nc(CSCC(=O)Nc3ccc(C(=O)N(C)C)cc3)[nH]c(=O)c2c1C
  -9	-3	-4	-2	1.8	-10	-12	-2	1	-2
COc1ccccc1NS(=O)(=O)c1cc(NC(=O)C2CCCO2)ccc1C (centres undefined)
  0	9	-2	0	-0.7	0	-1	-3	-4	-3
COC(=O)c1cc(NC(=O)c2ccccc2)c(=O)oc1C/C=N\OCc1ccc(Cl)cc1Cl
  0	12	-13	3	1.6	4	3	x	-4	0
CCc1noc(C)c1C(=O)Nc1nc2c(C)cc(C)cc2s1
  -11	4	7	2	0.0	12	-15	-2	-4	0
CC(C)=NNc1cc([N+](=O)[O-])cc2c1C(=O)N(C)S2=O (centres undefined)
  -1	0	-15	3	-3.6	-11	2	-1	4	10
Cc1ccc(SCCNC(=O)c2cccc([N+](=O)[O-])c2C)cc1
  x	-20	4	1	-1.4	6	-5	1	0	-1
CC(=O)NC(=S)NNC(=O)CCc1ccccc1
  4	7	0	-3	-1.4	-22	-10	-1	-3	-4
CCNC(=S)N1CCN(S(=O)(=O)c2ccccc2C(F)(F)F)CC1
  -2	-8	4	-3	1.3	3	1	1	3	-1
CCOC(=O)c1ccc(NC(=S)NCc2ccc(F)cc2)cc1
  x	1	-10	0	-0.9	2	-4	0	0	-5
O=C(O)COc1ccc(/C=C/c2ccc3cccc([N+](=O)[O-])c3n2)cc1
  0	18	-5	4	-3.6	19	-7	6	-7	6
c1ccc(CCC2=NCCn3cccc32)cc1
  -5&14	-1&-16	7&-9	5&1	0.7&2.3	-30&-29	2&-10	-2&-3	0&1	-1&13
COc1ccc(O)c(/C=N/Nc2nc(Nc3ccccc3)nc(-n3nc(C)cc3C)n2)c1
  8	25	9	-2	-0.1	22	6	x	-10	1
CCC(CC)NC(=O)CN1CCN(S(=O)(=O)c2cccs2)CC1
  -5	18	-12	3	0.1	-16	-7	3	2	-1
CCOC(=O)C1CCN(c2ccc(Cl)nn2)CC1
  5	-6	11	-1	-1.2	x	-1	1	3	-2
CC(=O)n1cc([C@@H]2C=C(C(=O)Nc3ccccc3)O[C@H](OCc3ccc(CO)cc3)C2)c2ccccc21
  -15	-5	-12	0	-0.1	28	3	2	1	x
O=C(Nc1cc(S(=O)(=O)N2CCCC2)ccc1Cl)C1=COCCO1
  x	3	-7	2	0.1	x	-6	x	-1	-1
CCOC(=O)c1c(NC(=O)CNCC(O)CO)sc(C)c1C (centres undefined)
  0	-7	-2	3	-0.3	6	1	x	9	4
Cc1nc2sc3c(c2c(=O)n1NC(=O)CCl)CCCC3
  -12	-9	-3	-1	0.2	-25	-2	-1	0	12
O=C(O)c1cccc(Oc2ccc(C(=O)O)c([N+](=O)[O-])c2)c1
  4	17	-8	0	0.5	34	0	-1	-5	0
O=C(CSc1nccc(=O)[nH]1)N1c2ccccc2CCc2ccccc21
  -3	-8	-13	0	0.9	10	-1	-3	3	-1
CCCN(C(=O)COc1ccc(C(C)=O)cc1OC)C1CCS(=O)(=O)C1 (centres undefined)
  2	6	-8	10*	-0.8	-17	-3	-3	-2	-1
CC1CCCCC1NC(=O)CN1C(=O)NC(C)(c2cc(F)ccc2F)C1=O (centres undefined)
  -1	4	-6	-3	-6.8	-14	-3	-1	-2	-3
COc1ccc(C(=O)NC(=S)Nc2ccc(S(=O)(=O)Nc3cc(OC)ncn3)cc2)cc1
  0	-4	3	-2	0.0	-2	-7	-1	1	2
Cc1nnc(SCCn2c(N3CCN(C)CC3)nc3c2c(=O)n(C)c(=O)n3C)s1
  x	-7	10	4	-0.8	-31	-1	0	3	1
Cc1ccc(S(=O)(=O)CC(=O)N2CCN(c3ccccc3F)CC2)cc1
  2	0	5	4	2.7	-9	-1	-4	0	2
O=C(CCSc1ccccc1)N1CCN(c2ccccc2)CC1
  52	19	-10	-1	-2.4	-8	-13	5	1	-2
CN(CC(=O)Nc1ccccc1Br)C(=O)c1cc2c(s1)CCCCC2
  u	-5	-3	-6	0.6	-7	-15	43*	-1	-1
CC1CC(=O)Nc2ccccc2N1S(=O)(=O)c1ccccc1 (centres undefined)
  x	11	-10	-2	0.5	-32	2	-4	0	x
COc1cccc(-n2nc(-c3ccnn3-c3cccc(Cl)c3)c(=O)n(C)c2=O)c1
  5	-5	-17	-1	-1.0	x	6	-1	2	-2
